Bioassay records from PubChem BioAssay.
RAD52 inh: RAD52 (human) annealing inhibition; P43351; AID 651710; recombinant RAD52 DNA annealing, FRET fluorescence; inhibition, % at 18.7 µM; 360,000 compounds, 0.46% hits;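 active = every replicate showing at least 50% inhibition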
Target sequence (P43351 whole entry, looked up): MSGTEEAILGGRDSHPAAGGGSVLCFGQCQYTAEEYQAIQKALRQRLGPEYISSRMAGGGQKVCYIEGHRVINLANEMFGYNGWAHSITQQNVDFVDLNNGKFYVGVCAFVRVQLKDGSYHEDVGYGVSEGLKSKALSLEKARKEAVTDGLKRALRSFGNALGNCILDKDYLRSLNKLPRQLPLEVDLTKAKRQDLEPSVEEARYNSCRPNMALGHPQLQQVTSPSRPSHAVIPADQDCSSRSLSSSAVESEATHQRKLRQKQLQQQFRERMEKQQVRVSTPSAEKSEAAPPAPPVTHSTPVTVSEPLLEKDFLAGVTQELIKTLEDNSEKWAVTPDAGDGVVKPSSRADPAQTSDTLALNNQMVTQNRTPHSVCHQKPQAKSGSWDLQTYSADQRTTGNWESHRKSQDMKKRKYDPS
CASP6 VEID inh: caspase-6 (human) enzyme inhibition; P55212; purified caspase-6, Z-VEID-R110 cleavage fluorescence; inhibition, % at 12.5 µM; 350,000 compounds, 0.53% hits; AID 686996;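 active = mean inhibition across replicates at least about 35%, with every replicate also reaching that limit, limit read from the data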;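 also: 0% = median of neutral control wells and 100% = no fluorescence left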
esBAF inh: blocks esBAF chromatin remodeling in mouse ES cells | Bmi1-luciferase knock-in reporter, 24 h; 100% = twice the neutral-well signal | reporter increase, % at 12.5 µM | 350,000 compounds, 2% hits | AID 602393; in the data active = activation above about 40%;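 also: 0% = median of the plate's neutral control wells and 100% = double that signal; a rise in the Bmi1 reporter signal indicates esBAF inhibition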
ARNT TACC3 PPI: ARNT/TACC3 interaction disruption; Q9Y6A5; AlphaScreen His-ARNT PAS-B/GST-TACC3 binding, luminescence; TACC3 fragment carries E629A point mutation; inhibition, % at 9.99 µM; 390,000 compounds, 0.66% hits; AID 623870;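 active = mean inhibition of replicates at least 50% and at least half of replicates each reaching 50%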;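 also: 0% = complete ARNT plus TACC3 wells and 100% = ARNT alone without TACC3; many hits fall short of the cut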
RAD54 inh: blocks human RAD54 Holliday junction branch migration; AID 602329; Q92698; inhibition, % at 10.4 µM; 360,000 compounds, 0.14% hits; FAM/BHQ fluorescence;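 active = mean normalized replicate activity at least 40 and at least half of replicates scoring 40 or more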;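 also: 0% = median of neutral control wells and 100% = median of positive control wells; inhibitors cause a drop in the FAM fluorescence signal; in these data hits start at about 50%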
E-sel inducer: induces E-selectin expression in human endothelial cells | P16581 | HUVEC E-selectin immunofluorescence imaging; normalized: neutral wells 0, TNF-alpha wells 100 | activation, % at 7.58 µM | 260,000 compounds, 0.37% hits | AID 686992;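 active = mean E-selectin-positive cell signal at least 10% of the positive control, reached in at least 60% of replicates, without over 20% cell loss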;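 also: in these data hits start at about 27%; measured in HUVEC primary endothelial cells; signal is the percent of cells scored E-selectin positive by PE staining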
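Test system – human umbilical vein endothelial cells (HUVEC), E-selectin induction · Input – 3,000 HUVEC seeded per well · Buffer or medium – EGM-2, gelatin · Compound dosing – single-point compound dose · Detection – immunofluorescence imaging · Measure – percent E-selectin-positive cells · Controls – TNF-alpha high, DMSO low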
PglD DTNB: PglD (C. jejuni) enzyme inhibition; purified PglD enzyme, DTNB colorimetric CoA detection; inhibition, % at 12.5 µM; 360,000 compounds, 0.098% hits; in the data active = inhibition above about 16%, passing the limit was not always enough; also: strong numbers were not always called active
ERp5 block: ERp5 (human) disulfide isomerase inhibition | Q15084 | ERp5 insulin aggregation, absorbance 650 nm, 90 min | inhibition, % at 9.99 µM | 350,000 compounds, 0.05% hits;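 active = mean replicate inhibition above about 25%, with every replicate also reaching it, limit read from the data, passing the limit was not always enough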
Target sequence (Q15084 whole entry, looked up): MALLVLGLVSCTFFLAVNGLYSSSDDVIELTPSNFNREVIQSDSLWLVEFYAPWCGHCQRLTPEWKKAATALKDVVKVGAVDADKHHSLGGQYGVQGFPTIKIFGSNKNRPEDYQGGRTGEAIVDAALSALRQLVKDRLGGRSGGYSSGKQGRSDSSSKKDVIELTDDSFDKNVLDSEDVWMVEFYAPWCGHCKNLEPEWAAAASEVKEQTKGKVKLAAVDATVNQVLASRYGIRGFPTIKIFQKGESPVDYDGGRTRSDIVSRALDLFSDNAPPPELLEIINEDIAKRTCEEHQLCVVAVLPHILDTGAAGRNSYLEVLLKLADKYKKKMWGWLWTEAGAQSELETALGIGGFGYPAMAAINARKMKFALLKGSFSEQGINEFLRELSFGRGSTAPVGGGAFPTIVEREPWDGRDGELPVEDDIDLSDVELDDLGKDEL
* marks the source's active call; other numbers are inactive results; x = no result given; & = joins results of further samples.

SMILES	RAD52 inh	CASP6 VEID inh	esBAF inh	ARNT TACC3 PPI	RAD54 inh	E-sel inducer	PglD DTNB	ERp5 block
COc1ccc(N2C(=O)c3ccccc3S2(=O)=O)cc1	-29	-3	9	0	-4	6.1	4	-12
C[C@H]1CN([C@@H](C)CO)C(=O)c2cccc(NC(=O)C3CCOCC3)c2O[C@H]1CN(C)Cc1ccc(C(=O)O)cc1	18	1	6	-2	-2	-0.5	5	-9
COc1ccc(OCC(=O)OCCNC(=O)c2cccnc2)cc1	-4	-3	x	25	x	2.2	x	-1
COc1ccc2c(c1)C(=O)N(c1ccccc1C)C(=O)C2(C)C	-8	-1	x	0	x	0.1	x	2
Cc1ccc(S(=O)(=O)NCC[C@@H]2CC[C@H](NC(=O)CC3CC3)[C@H](CO)O2)cc1	4	-1	6	3	-9	-0.2	1	0
Cc1ccc(-n2ncc(C(=O)NCC3CCN(C4CCCC4)C3)c2C2CCN(C(=O)OC(C)(C)C)CC2)cc1 (centres undefined)	-23	8	-1	3	3	x	0	x
CCCC(=O)Nc1ccc2c(c1)OC[C@@H](C)N(Cc1ccccc1)C[C@H](C)[C@H](OC)CN(C)C2=O	0	-2	-3	-8	4	-0.2	1	1
CCCC1NC(=O)c2cc3ccccc3cc2-n2c1nc1cc(F)ccc1c2=O (centres undefined)	-13	2	5	x	8	0.0	10	-5
Cc1ccc(N2CCN(C3C(=O)Nc4ccccc4-n4nnnc43)CC2)cc1 (centres undefined)	-20	2	x	x	x	8.0	x	2
COc1cc(-c2ccc3c(=O)c4ccccc4sc3c2)cc(OC)c1OC	-5	0	47*	0	8	-0.1	-1	1
O=C(NNC(=O)c1ccc2c(c1)OCO2)NC1CCCCC1	x	x	-2	-5	-7	x	-8	x
CCCC1(C(=O)OCC)NC(c2ccc(N(C)C)cc2)C2C(=O)N(c3ccc4c(c3)OCCO4)C(=O)C21 (centres undefined)	x	x	-2	21	1	x	0	x
CC(C)CN(C(=O)c1ccc(N2CCCC2=O)cc1)C1CCS(=O)(=O)C1 (centres undefined)	1	-4	x	-2	x	-1.6	x	0
Oc1c(Br)cc(Br)cc1CNc1cccc2cccnc12	-6	0	-5	113*	5	-0.2	8	-2
CCOC(=O)c1c(C)[nH]c(C)c1C(=O)CSc1ncccn1	-14	1	3	21	-1	x	0	-3
NS(=O)(=O)c1ccc(CNS(=O)(=O)c2cccc3nonc23)cc1	-11	-2	x	x	1	x	5	0
Cc1ccc(S(=O)(=O)N(C)C[C@@H]2OCc3ccccc3-c3c(n(C)c4ccccc34)C(=O)N([C@H](C)CO)C[C@@H]2C)cc1	-4&3	-3&3	2	x	x	-5.1	x	-2&-1
C[C@@H]1CN([C@H](C)CO)C(=O)c2cccc(NC(=O)c3cnccn3)c2O[C@H]1CN(C)Cc1ccc(C(=O)Nc2ccccc2N)cc1	-10	0	x	x	x	0.0	x	3
O=C(C[C@H]1C[C@H]2c3cc(NC(=O)Nc4ccccc4)ccc3O[C@H]2[C@H](CO)O1)NCc1ccncc1	-2	-3	-5	0	-5	-0.2	-3	-8
Cc1cccc(-c2cnc(C(O)Cc3ccccc3)[nH]2)c1 (centres undefined)	-14	-3	15	x	12	0.0	-5	5
C=C1CCN([C@@H](C)C(=O)NCc2ccc(Cl)cc2)S(=O)(=O)c2ccccc21	-16	1	3	-1	-8	-0.1	4	-1
CCC(C)NC(=O)CCCCCn1c(=O)[nH]c2cc(OC)c(OC)cc2c1=O (centres undefined)	-4	0	-3	-4	3	x	-3	5
C[C@@H]1CN([C@H](C)CO)C(=O)c2cc(C#CC3CC3)cnc2O[C@H]1CN(C)S(C)(=O)=O	5&-7&7	1&-4&-1	-2&-5&-5	-3&-2	-1&0&7	0.0&-2.4	-1&-2&0	3&-1&-2
CN(CC(=O)Nc1ccc(F)cc1)C(=O)COC(=O)CNC(=O)c1ccc(Cl)cc1Cl	-4	3	x	-4	x	x	x	0
Cc1cccc(C)c1NC(=O)C(C1CC1)n1c(=O)c(-c2ccccc2)nc2ccccc21 (centres undefined)	0	2	x	x	x	-0.1	x	1
C=CCOC(=O)C1=C(C)NC(=O)NC1c1ccc(Cl)cc1 (centres undefined)	-7	-1	8	-2	10	-0.2	1	1
O=C(CSc1ncnc2ccccc12)c1ccc2c(c1)OCCO2	-26	3	x	-3	0	x	1	2
CC[C@H]1C/C=C\Cc2ccccc2[C@@H](C(=O)C[C@@H](O)CC(C)=O)OC1=O	-4	-1	-4	0	-4	-2.2	0	-2
Cc1cc(C)nc(NS(=O)(=O)c2ccc(NCN3C(=O)c4ccccc4C3=O)cc2)n1	-2	3	-4	x	12	-0.4	-2	-2
C[C@@H]1CN([C@H](C)CO)C(=O)c2cccc(NC(=O)Nc3ccc4c(c3)OCO4)c2O[C@@H]1CN(C)C(=O)Nc1ccccc1	x	x	7	21	0	-0.1	0	x
Cc1cccc(NS(=O)(=O)c2ccc(C(=O)N3CC(C)OC(C)C3)cc2)c1C (centres undefined)	1	2	-3	-1	-2	x	-6	-2
CS(=O)(=O)Oc1ccc2c(c1)O/C(=C\c1cccc([N+](=O)[O-])c1)C2=O	-12	-2	4	-2	-10	0.8	3	-5
COc1cccc(C2=CC(=O)C[C@H](c3ccc(Cl)cc3)C2)c1	4	-5	4	-4	1	0.0	2	8
Cc1noc(C)c1S(=O)(=O)Nc1ccc2c(c1)C(=O)N([C@@H](C)CO)C[C@@H](C)[C@H](CN(C)S(=O)(=O)c1ccc(Cl)cc1)O2	3	-3	-1	-18	-7	0.4	5	8
CC(=O)N(C)C[C@@H]1Oc2cc(-c3cncnc3)ccc2S(=O)(=O)N([C@H](C)CO)C[C@H]1C	6	-2	-4	2	9	1.1	-3	-9
C=CC[C@]12C=C(OC)C(=O)C=C1O[C@@H](c1ccc3c(c1)OCO3)[C@H]2C	-11	-4	-4	3	1	x	0	11
CNC[C@H]1OCCCC[C@H](C)Oc2ccc(NC(=O)C3CCCCC3)cc2C(=O)N([C@H](C)CO)C[C@@H]1C	-134	-2	-5	-1	-5	-0.2	-2	1
[O-][n+]1onc2c1CCc1nnccc1-2	x	x	-10	11	0	x	-1	x
O=C(O)CCn1c(=O)n(CCC(=O)O)c(=O)n(CCC(=O)O)c1=O	-6	13	1	-4	1	x	4	-5
C/C=C/c1ccc2c(c1)O[C@@H](CN(C)C(=O)C1CCCCC1)[C@H](C)CN([C@H](C)CO)S2(=O)=O	6	-2	4	-1	-4	-0.3	-3	-1
O=C(NCc1cccnc1)c1cccc(NS(=O)(=O)c2ccc(Br)cc2)c1	-1	-2	-53	-13	-18	x	6	-3
CC1(NC(=O)Nc2cc([N+](=O)[O-])ccc2O)CCS(=O)(=O)C1 (centres undefined)	-13	7	3	-5	-7	x	1	1
COCCNC(=O)C[C@@H]1C=C[C@H](NS(=O)(=O)c2ccc(C)cc2)[C@@H](CO)O1	0	-1	1	-9	-10	0.1	2	-2
COC(=O)c1oc2ccc(Br)cc2c1NC(=O)c1ccccc1	x	x	-6	-3	5	x	-5	x
O=C(Nc1cccc(F)c1)N1CCCCN2[C@H](CO)[C@H](c3ccc(C#Cc4cccnc4)cc3)[C@@H]2C1	-13	-1	-1	-9	-4	0.1	1	-3
CCCNS(=O)(=O)c1ccc(Oc2ncc(C(F)(F)F)cc2Cl)cc1	x	x	-15	-12	-24	x	0	x
COc1ccc(OC)c(C=Nc2ccccc2-c2nc3ccccc3[nH]2)c1	-39	4	x	-10	x	x	x	-1
COCCOC1CCN(C(=O)c2ccc(OC)c(OC3CCN(C(C)C)CC3)c2)CC1	-15	-4	13	-6	0	x	-2	-2
CCc1ccc(-c2cc(C)no2)cc1S(=O)(=O)N1CCOc2ccc(C)cc21	0	-3	-6	-3	1	x	1	x
COc1ccc(C(CC(=O)NCc2ccco2)c2ccc(F)cc2)cc1 (centres undefined)	x	x	-3	-6	-17	x	2	x

Remaining list, next part:
Short forms: A = RAD52 inh; B = CASP6 VEID inh; C = esBAF inh; D = ARNT TACC3 PPI; E = RAD54 inh; F = E-sel inducer; G = PglD DTNB; H = ERp5 block
COC(=O)c1ccccc1NC(=O)CSc1ccccn1
  A: x; B: x; C: 19; D: -4; E: 1; F: x; G: -2; H: x
Cc1ncoc1C(=O)N1CCCC(CCC(=O)NCc2ccccc2F)C1 (centres undefined)
  A: -22; B: -4; C: -7; D: -1; E: -13; F: 3.1; G: -3; H: -6
CC(C)OC(=O)CSc1nc2cccnc2n1-c1ccc(F)cc1
  A: x; B: x; C: 1; D: -1; E: -19; F: x; G: 2; H: x
CCOC(=O)C1CCCN(c2ccc(NC(=O)c3snc4c(=O)[nH]c(C)nc34)cc2)C1 (centres undefined)
  A: -6; B: -1; C: -1; D: 5; E: -5; F: x; G: -3; H: 4
O=C(NCC1CCCCC1)c1cc(S(=O)(=O)N2CCCCC2)ccc1Cl
  A: -15; B: -1; C: 7; D: -2; E: -8; F: x; G: 3; H: 3
O=C(NCCC1CCCCN1S(=O)(=O)c1cccs1)C(=O)Nc1ccccc1F (centres undefined)
  A: -2; B: -6; C: 13; D: -5; E: 2; F: 0.0; G: -2; H: 4

3 entries out of the list, ordered by number of heavy atoms, high to low.
Short forms: A = RAD52 inh; B = CASP6 VEID inh; C = esBAF inh; D = ARNT TACC3 PPI; E = RAD54 inh; F = E-sel inducer; G = PglD DTNB; H = ERp5 block
Cc1ncoc1C(=O)N1CCCC(CCC(=O)NCc2ccccc2F)C1 (centres undefined)
  A: -22; B: -4; C: -7; D: -1; E: -13; F: 3.1; G: -3; H: -6
O=C(NCC1CCCCC1)c1cc(S(=O)(=O)N2CCCCC2)ccc1Cl
  A: -15; B: -1; C: 7; D: -2; E: -8; F: x; G: 3; H: 3
CC(C)OC(=O)CSc1nc2cccnc2n1-c1ccc(F)cc1
  A: x; B: x; C: 1; D: -1; E: -19; F: x; G: 2; H: x

One compound at a time (already shown). Order of values: RAD52 inh, CASP6 VEID inh, esBAF inh, ARNT TACC3 PPI, RAD54 inh, E-sel inducer, PglD DTNB, ERp5 block
CC1(NC(=O)Nc2cc([N+](=O)[O-])ccc2O)CCS(=O)(=O)C1 (centres undefined) is listed with -13, 7, 3, -5, -7, x, 1, 1
CNC[C@H]1OCCCC[C@H](C)Oc2ccc(NC(=O)C3CCCCC3)cc2C(=O)N([C@H](C)CO)C[C@@H]1C is listed with -134, -2, -5, -1, -5, -0.2, -2, 1
C[C@H]1CN([C@@H](C)CO)C(=O)c2cccc(NC(=O)C3CCOCC3)c2O[C@H]1CN(C)Cc1ccc(C(=O)O)cc1 is listed with 18, 1, 6, -2, -2, -0.5, 5, -9
CCCNS(=O)(=O)c1ccc(Oc2ncc(C(F)(F)F)cc2Cl)cc1 is listed with x, x, -15, -12, -24, x, 0, x
C=C1CCN([C@@H](C)C(=O)NCc2ccc(Cl)cc2)S(=O)(=O)c2ccccc21 is listed with -16, 1, 3, -1, -8, -0.1, 4, -1

Looked up above:
RAD54 inh with COC(=O)c1ccccc1NC(=O)CSc1ccccn1 = 1
RAD54 inh with Cc1ncoc1C(=O)N1CCCC(CCC(=O)NCc2ccccc2F)C1 (centres undefined) = -13
